# High-throughput results: PubChem BioAssay, several laboratories
# Diaphorase act: diaphorase activation or chemical reduction counter-screen; Diaphorase/resazurin coupled assay, resorufin fluorescence, 16 min; hits give high values; 1 = vehicle wells, 0 = NADH-free wells; activation factor at 20 µM; 190,000 tested, 0.005% active; AID 1229;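 active means diaphorase activity raised at least twofold by the compound at 20 µM; inactive means activation factor below 2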
#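 Assay system: bacterial diaphorase enzyme (C. kluyveri) / Input: enzyme 0.07 U/mL final / Medium: 50 mM HEPES pH 7.4 with 4.542 mM MgCl2, 0.005% Tween 20 / Doses: single compound dose of 20 µM, 1% DMSO final / Incubation: 16 min enzyme reaction, ambient temperature / Signal: fluorescence, excitation 544 nm and emission 590 nm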
# G6PDH CS: inhibits Leuconostoc G6PDH, flagging false hits in G6PDH-based assays | inhibition, % at 5 µM | AID 1020 | Purified L. mesenteroides G6PDH, diaphorase/resazurin coupled fluorescence, 45 min | 200,000 tested, 0.12% active; in the data active means inhibition above about 50%
# TLR4-MyD88 BLA: inhibitors of human TLR4-MyD88 binding. O00206+Q99836. HeLa CL3-4 TLR4/MyD88 BLA complementation, FRET ratio. 200,000 tested, 0.18% active. inhibition, % at 8.4 µM; in the data active means inhibition above about 25%;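 further: 0% = vehicle and 100% = reference inhibitor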
# Target sequence (O00206 whole entry, looked up): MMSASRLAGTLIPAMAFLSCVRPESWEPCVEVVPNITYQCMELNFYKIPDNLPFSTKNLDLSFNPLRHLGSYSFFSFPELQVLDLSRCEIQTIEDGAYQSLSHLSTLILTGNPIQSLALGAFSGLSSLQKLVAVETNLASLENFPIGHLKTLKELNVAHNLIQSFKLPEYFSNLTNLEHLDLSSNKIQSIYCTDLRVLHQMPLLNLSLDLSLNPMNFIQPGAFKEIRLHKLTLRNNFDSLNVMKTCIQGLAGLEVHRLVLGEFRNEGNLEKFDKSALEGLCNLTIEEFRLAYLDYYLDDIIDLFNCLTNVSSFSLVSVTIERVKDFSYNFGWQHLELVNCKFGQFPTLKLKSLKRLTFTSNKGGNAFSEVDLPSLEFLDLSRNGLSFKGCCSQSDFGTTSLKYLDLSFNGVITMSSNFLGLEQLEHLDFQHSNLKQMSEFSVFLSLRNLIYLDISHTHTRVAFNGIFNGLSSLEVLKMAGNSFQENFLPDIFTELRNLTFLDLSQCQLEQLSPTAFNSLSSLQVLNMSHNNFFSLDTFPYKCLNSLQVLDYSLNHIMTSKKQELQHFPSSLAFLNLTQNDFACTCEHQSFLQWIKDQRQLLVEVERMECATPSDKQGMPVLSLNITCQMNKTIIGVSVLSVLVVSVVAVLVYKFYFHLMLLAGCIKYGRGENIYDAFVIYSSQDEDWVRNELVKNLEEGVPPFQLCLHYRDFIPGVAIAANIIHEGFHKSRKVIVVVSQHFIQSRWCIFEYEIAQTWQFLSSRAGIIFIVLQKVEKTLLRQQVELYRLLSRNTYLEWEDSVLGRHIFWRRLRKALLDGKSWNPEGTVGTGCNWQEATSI
# Target sequence (Q99836 whole entry, looked up): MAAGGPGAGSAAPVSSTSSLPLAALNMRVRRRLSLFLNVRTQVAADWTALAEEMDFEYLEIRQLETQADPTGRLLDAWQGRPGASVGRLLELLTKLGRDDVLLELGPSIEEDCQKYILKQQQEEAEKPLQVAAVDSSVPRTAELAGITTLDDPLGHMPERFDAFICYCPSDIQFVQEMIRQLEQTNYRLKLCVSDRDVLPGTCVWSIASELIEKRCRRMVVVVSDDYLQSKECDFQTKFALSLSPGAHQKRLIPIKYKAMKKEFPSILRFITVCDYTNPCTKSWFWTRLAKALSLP
# NF-kB expr up: raises NF-kB expression in human neuronal cells | NF-kB reporter expression; hits give high values | fold change at 12.5 µM | 190,000 tested, 1.6% active | AID 1239; in the data active means fold change above about 3.3
# APP 5UTR inh: APP translation inhibition | SH-SY5Y APP 5'UTR-luciferase reporter, luminescence | inhibition, % at 2 µM | 190,000 tested, 0.82% active;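 active means inhibition above a set limit, derived from the sample mean plus 3 SD, cut at about 45% in these data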; further: values of inactives mirror those of a sister screen read the other way
# FLuc inh counter: Photinus pyralis luciferase inhibition counter-screen; P08659; ATPLite firefly luciferase biochemical luminescence, 10 min; inhibition, % at 10 µM; 200,000 tested, 1.5% active;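 active means inhibition above about 50% when tested at 10 µM, limit read from the data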
# STAT1 act: STAT1 signaling activation; NIH 3T3 STAT1-luciferase reporter, IFN-gamma, luminescence; 100% = IFN-gamma alone, no compound; activation (% of control), % at 5.5 µM; 200,000 tested, 2.6% active; AID 932;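 active means activation above the screen-wide mean activation plus 3 SD, cut at about 130% in these data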;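 further: raw ratio to IFN-gamma control signal so 100% means no change and 0% no light; values of inactives mirror those of a sister screen read the other way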
# Diaph inh CS: counter-screen for diaphorase-based assays: diaphorase inhibitors and chemical oxidizers; diaphorase resazurin-to-resorufin fluorescence, NADH, 16 min; bacterial (C. kluyveri) enzyme, not human; inhibition, % at 20 µM; 190,000 tested, 0.69% active; AID 1217;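 active means primary screen inhibition at 20 µM above a set limit, cut at about 50% in these data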;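 further: plate controls were DMSO with full reaction for no effect and wells lacking NADH for full effect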
#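 Test system: diaphorase enzyme from Clostridium kluyveri; amount: diaphorase at 0.14 U/mL in enzyme working solution; detection: fluorescence of resorufin formed from resazurin, Ex 544/Em 590 nm; times: reaction incubation of 16 min at room temperature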
# APP 5'UTR act: activates APP 5'UTR luciferase reporter | SH-SY5Y APP 5'UTR luciferase reporter, luminescence; zero percent = DMSO vehicle wells | activation, % at 2 µM | 190,000 tested, 1% active;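 active means activation above a set limit, based on mean plus 3 SD of controls, cut at about 140% in these data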; further: values of inactives mirror those of a sister screen read the other way
# FLuc act counter: affects firefly luciferase, flagging false hits in luciferase stimulation screens; ATPlite luciferase biochemical, luminescence, 10 min; 0 = ATP-free wells, 1 = DMSO control; 200,000 tested, under 10 active; AID 1027; activation factor at 10 µM; P08659;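 active means luciferase activation factor, scaled between plate controls, of at least 2 with compound at 10 µM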
#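 Material: luciferase plus luciferin reagent, cell-free. Medium: PBS buffer for ATP. Also added: ATP substrate, dispensed from a 10.24 µM working solution in PBS. Doses: test compounds dosed from 2 mM stocks in 100% DMSO. Incubation: 10 min post-reagent at room temperature. Technique: light output (luminescence). Read-out basis: luminescence gain marking luciferase activators.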
# * = called active by the depositor; · = not tested or not shown.
SMILES,Diaphorase act,G6PDH CS,TLR4-MyD88 BLA,NF-kB expr up,APP 5UTR inh,FLuc inh counter,STAT1 act,Diaph inh CS,APP 5'UTR act,FLuc act counter
O=C(NCC1CCCO1)c1cccc(NC(=O)c2cccs2)c1 (stereo unspecified),1,13,2,1.3,-7,-4,98,1,7,1
CS(=O)(=O)N(CC(=O)N/N=C/c1cccs1)c1cccc(Cl)c1Cl,0.9,1,-6,0.83,-4,-8,97,9,4,1.1
CCN(c1ccccc1)S(=O)(=O)c1ccc(Cl)c(NC(=O)CSc2ncn[nH]2)c1,0.8,-6,-18,0.81,-3,-9,101,19,3,1.1
CCS(=O)(=O)N1CCC(C(=O)NC2CCCCC2)CC1,0.8,-5,-26,1.3,3,-9,107,17,-3,1.1
CC(C)(C)n1nc2c(c1NC(=O)COc1ccccc1F)CS(=O)(=O)C2,1.2,3,-11,·,-3,-1,103,-15,3,1
Cc1cc(O)c(/C=N/Nc2ccc(Cl)cc2)c(=O)o1,0.9,7,8,1.6,-5,89*,97,11,5,0.1
CN(CCCNC(=O)C1CCN(S(=O)(=O)N2CCC3(CC2)OCCO3)CC1)Cc1ccccc1,0.9,11,-16,1.1,14,-10,97,6,-14,1.1
COc1ccc(-c2cc(C(=O)n3cnc4ccccc43)c3ccccc3n2)cc1,0.8,-2,-9,1.1,-12,37,97,18,12,0.6
c1cc2c3c(cccc3c1)NC1(CCCCCC1)N2,0.7,-3,6,0.98,5,-3,88,31,-5,1
O=C(NCc1ccccc1)C(=O)Nc1nccs1,0.9,4,-11,1.2,-10,0,112,8,11,1

# Whole records from above. Screens in order: Diaphorase act | G6PDH CS | TLR4-MyD88 BLA | NF-kB expr up | APP 5UTR inh | FLuc inh counter | STAT1 act | Diaph inh CS | APP 5'UTR act | FLuc act counter
# Shown for O=C(NCC1CCCO1)c1cccc(NC(=O)c2cccs2)c1 (stereo unspecified) : 1 | 13 | 2 | 1.3 | -7 | -4 | 98 | 1 | 7 | 1
# Shown for O=C(NCc1ccccc1)C(=O)Nc1nccs1 : 0.9 | 4 | -11 | 1.2 | -10 | 0 | 112 | 8 | 11 | 1
# Shown for c1cc2c3c(cccc3c1)NC1(CCCCCC1)N2 : 0.7 | -3 | 6 | 0.98 | 5 | -3 | 88 | 31 | -5 | 1
# Shown for CC(C)(C)n1nc2c(c1NC(=O)COc1ccccc1F)CS(=O)(=O)C2 : 1.2 | 3 | -11 | · | -3 | -1 | 103 | -15 | 3 | 1
# Shown for CN(CCCNC(=O)C1CCN(S(=O)(=O)N2CCC3(CC2)OCCO3)CC1)Cc1ccccc1 : 0.9 | 11 | -16 | 1.1 | 14 | -10 | 97 | 6 | -14 | 1.1

# Later entries:
SMILES,Diaphorase act,G6PDH CS,TLR4-MyD88 BLA,NF-kB expr up,APP 5UTR inh,FLuc inh counter,STAT1 act,Diaph inh CS,APP 5'UTR act,FLuc act counter
NC(=O)c1ccc(NC(=O)COc2ccc([N+](=O)[O-])cc2Cl)cc1,0.7,10,5,1,2,-4,99,33,-3,1
CCOC(=O)N1CCN(S(=O)(=O)c2ccc(OCC)c3ccccc23)CC1,0.9,6,-3,0.84,12,-2,93,15,-12,1
Nc1nc2ccccc2n1C(=O)c1ccco1,0.9,12,-6,3.1,-131,43,139*,10,131,0.6
COC(=O)CNc1nc(-c2ccccc2F)nc2ccccc12,0.9,-17,-6,0.44,-26,-10,95,13,26,1.1
O=[N+]([O-])c1ccc(Sc2nc3ccccc3o2)c([N+](=O)[O-])c1,1.1,7,2,0.13,63*,-4,97,-5,-63,1
N#CC1=C2SCN(c3ccccc3)CN2C(=O)CC1c1c(Cl)cccc1Cl (stereo unspecified),0.5,0,12,1,8,3,98,51*,-8,1
COc1ccccc1N/N=C(\C#N)C(=N)N1CCOCC1,1,-2,-2,1.1,-1,0,103,2,1,1
COc1ccccc1N1CCN(S(C)(=O)=O)CC1,1,15,-10,1.1,-1,0,101,3,1,1
Cc1ccc(NC(=O)c2cc(=O)c3ccccc3o2)cc1S(=O)(=O)N1CCCCC1,0.9,0,-6,0.37,-2,1,102,7,2,1
CC(C)(C)C(=O)Nc1sc2c(c1C(=O)Nc1ccccn1)CCCC2,0.9,7,-6,1.1,16,-4,103,9,-16,1
CN(C)CC(=O)c1ccc(-c2ccccc2)cc1,1.1,-4,-4,1.1,-12,7,99,-10,12,0.9
Cc1cc(C)nc(NS(=O)(=O)c2ccc(-n3cccc3)cc2)n1,1,-1,5,0.89,0,3,99,2,1,1
CCSc1nnc(NC(=O)CSC2=NCCS2)s1,1.1,1,2,1.2,-2,3,102,-5,2,1
O=C(Nc1cccnc1)c1ccc(COc2ccccc2Cl)o1,0.9,1,-17,1.3,10,-4,98,12,-10,1
CCCN1CCN(c2nc3c([nH]2)c(=N)ncn3CC(O)CO)CC1 (stereo unspecified),0.9,0,-1,1.4,-8,-4,94,9,8,1
NS(=O)(=O)c1cccc(NC(=O)CSc2ccccn2)c1,1,4,-1,1.8,-6,3,104,0,6,1
COCCOC(=O)c1[nH]c2c(c1C)C(=O)CC(c1cccs1)C2 (stereo unspecified),0.9,-1,-2,1.8,85*,-7,89,9,-85,1.1
CC(C)(C)NC(=O)CN(Cc1ccc2c(c1)OCO2)C(=O)CNC(=O)c1cccs1,1,10,12,1.2,0,-5,95,-3,0,1.1
COC(=O)C1Cc2ccccc2CN1C(=O)CCl (stereo unspecified),0.9,3,-1,1.3,5,-6,83,14,-5,1.1
CS(=O)(=O)c1ccc(C(=O)Nc2ccccc2N2CCOCC2)c(Cl)c1,1,-3,-6,0.95,0,-2,95,3,0,1
Cc1cc(Cl)c(S(=O)(=O)NCCC(=O)O)cc1OCC(N)=O,0.8,4,-4,1.1,-1,-4,102,15,1,1
C=C(C)CSc1nc2c(cc1C#N)CCC2,0.8,4,-9,0.87,-11,-5,113,16,11,1.1
CCCCSc1nc(O)c(C2OC(=O)c3c2ccc(OC)c3OC)c(=O)n1-c1ccccc1 (stereo unspecified),1,6,4,0.97,-1,2,98,-1,1,1
CCN(CC)S(=O)(=O)c1cc([N+](=O)[O-])ccc1NNC(=O)Nc1ccc(Cl)c(Cl)c1,0.8,-1,9,0.79,-4,-5,105,23,4,1
O=Nc1ccc(NOC(=O)c2ccc(Br)cc2)cc1,0.9,6,-5,1.1,-5,87*,98,13,5,0.1
Cc1nc2c(-c3ccc(F)cc3)c(C)nn2c(C)c1CCC(=O)N1CCOCC1,0.9,-3,3,0.93,-1,-2,104,12,1,1
CC(C(=O)Nc1ccc([N+](=O)[O-])cc1)N1CCN(C/C=C/c2ccccc2)CC1 (stereo unspecified),1,0,-1,0.78,3,-3,102,3,-3,1
CC(NC(=O)Nc1ccc(F)cc1)C(c1cccs1)N1CCCC1 (stereo unspecified),0.9,-5,13,1,-14,-8,102,6,13,1.1
COc1ccc(C(=O)N[C@H](C(=O)OCc2cc(=O)oc3cc(C)ccc23)C(C)C)cc1,1,-12,-9,1.1,8,11,102,1,-9,0.9
COc1ccc(CN2CC(C(=O)NCCCN3CCN(C)CC3)CC2=O)cc1 (stereo unspecified),0.9,6,-7,1.2,16,-6,100,8,-16,1.1
CN1CCN(c2nc3c(c(=O)n(C)c(=O)n3C)n2CCSc2nc3ccccc3s2)CC1,1,8,-13,0.6,-8,-3,103,-2,8,1
O=C(CNCC1CCCO1)Nc1ccccc1N1CCCCCC1 (stereo unspecified),0.9,5,-13,0.88,-2,-3,101,14,2,1
Cc1cc(=O)n2nc(-c3ccccc3)sc2n1,0.8,2,4,2.4,-35,15,125,15,35,0.8
COc1cc(/C=N\N=C2/SC(CC(=O)O)C(=O)N2c2ccc(O)cc2)ccc1O (stereo unspecified),0.8,2,9,1,8,-1,98,18,-8,1
Cc1occc1C(=O)Nc1ccccc1NC(=O)c1ccoc1C,·,·,-1,·,-5,·,92,·,5,·
Cc1ccc(C(=O)NC2CCN(CC(=O)Nc3cccc([N+](=O)[O-])c3)CC2)cc1,0.8,2,-8,1.1,11,6,101,16,-11,0.9
CC(=O)Nc1ccc(S(=O)(=O)Nc2nc3ccccc3s2)cc1,0.8,-2,1,1.1,-16,-7,98,18,16,1.1
O=C(N/N=C/C=C\c1ccccc1[N+](=O)[O-])c1cc(-c2ccccc2)nc2ccccc12,1,-15,1,1.1,8,31,88,1,-8,0.7
O=C(OCc1nnc(-c2ccccc2)o1)c1cn(-c2ccccc2)nc1-c1ccccc1,0.8,0,-10,0.8,4,-4,100,24,-4,1
CNC(=O)c1sc(-c2cccnc2)nc1C,0.9,4,-9,1.2,-1,-6,98,10,1,1.1
N#Cc1c(SCc2ccc(Cl)cc2)sc(C(=O)c2ccccc2)c1N,0.8,0,-13,1.1,-4,-1,106,18,4,1
O=[N+]([O-])c1ccccc1N/N=C/c1ccc2c(c1)OCO2,1,-2,15,3,-139,1,152*,2,139*,1
Cc1[nH]nc2c1C(c1cn[nH]c1-c1ccc(F)cc1)C(C#N)=C(N)O2 (stereo unspecified),0.8,-5,-7,1.3,-6,-5,98,17,6,1.1
CCNC(=S)N1CCN(CC(=O)Nc2ccc(Br)cc2)CC1,0.9,-2,-1,1.2,-30,-2,98,13,30,1
N#Cc1c(-c2ccc(Cl)cc2)ccn2nc(C3CCCCC3)nc12,0.9,-2,7,1.9,-22,-6,113,13,22,1.1
CSc1cccc(NC(=O)CN(C)S(=O)(=O)c2ccc(C)cc2)c1,1,11,1,0.97,14,-5,101,3,-14,1
CC(C)CCN1CCN(Cc2cccn2-c2nccs2)CC1CCO (stereo unspecified),1.1,12,1,1.2,3,0,96,-8,-3,1
COc1ccc(CN(Cc2cc3cc(OC)c(OC)cc3[nH]c2=O)C(=O)NC2CCCCC2)cc1,0.8,-1,-17,1.1,-8,-1,103,16,8,1
CC(=O)N1CCN=C1SCc1ccccc1F,0.9,-9,11,1.2,-4,-2,92,7,4,1
CCc1ccc(Cc2cnc(NC(=O)C3=NCCN3)s2)cc1,1,10,-2,1.2,-2,-1,102,4,2,1

# Next part:
SMILES,Diaphorase act,G6PDH CS,TLR4-MyD88 BLA,NF-kB expr up,APP 5UTR inh,FLuc inh counter,STAT1 act,Diaph inh CS,APP 5'UTR act,FLuc act counter
CCS(=O)(=O)N1CCN(Cc2nc3ccccc3c(=O)[nH]2)CC1,0.9,3,12,1.1,-10,-3,96,10,10,1
Cc1nn(-c2ccccc2)c(Cl)c1/C=N/NC(=O)CNc1n[nH]c(=O)[nH]c1=O,1,8,-7,1.2,11,7,102,3,-11,0.9
COc1cc(OC)cc(-c2cc3nc(C)c(CCC(=O)O)c(C)n3n2)c1,0.8,3,-6,0.29,78*,-6,52,17,-78,1.1
O=C(COC(=O)C1CCN(S(=O)(=O)c2cccs2)CC1)Nc1ccccc1Br,0.9,-1,-12,1.2,10,-1,102,8,-11,1
COc1ccc(CC(=O)O/N=C(\N)Cc2cccc3ccccc23)cc1,0.8,-10,6,1.3,2,-5,84,23,-2,1
Cc1ccc(C(=O)NNC(=O)c2ccc(C)cc2)cc1,1,2,18,1.1,5,-7,104,4,-5,1.1
